High-throughput results (PubChem BioAssay)
AID2073: inhibitors of Mint1-CaV2.2 protein interaction, biochemical, HTRF (AID 2073); 0.19% of 290,000 active; HTRF protein-protein interaction, Mint1-CaV2.2; higher % means a stronger effect; inhibition, % at 20 µM, or IC50 in µM where a hit was titrated; in the data active = inhibition mostly above about 51%, no sharp cut-off; also: some results filed as inactive read as strong as hits
Autophagy mod: autophagy modulators in MEF cells, primary screen, imaging, high-content, MEF GFP-LC3 | 0.98% of 190,000 active | MEF GFP-LC3 puncta imaging; test concentration mostly 10 µM | calls only at 10 µM (by protocol);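 active = percentage of spot-positive cells more than 3 SD above its plate mean, without a fluorescence outlier flag or 80% toxicity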;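 also: spot-positive cell cutoff set from DMSO-treated cells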
RSV antiviral HEp-2: RSV antiviral activity via CPE protection, HEp-2 cells, primary 10 µM value included (AID 2391) | HEp-2 cells, RSV-induced CPE inhibition; higher % means a stronger effect | 0.13% of 310,000 active | CPE inhibition, % at 10 µM, or IC50 in µM where a hit was titrated; in the data active = a potency from the dose series; also: strong numbers were not always called active
LYP phosphatase: inhibitors of LYP phosphatase, biochemical, fluorescence intensity, uHTS (AID 1779). one-dose inhibition, % at 11.5 µM; IC50 in µM for titrated hits. recombinant LYP phosphatase, fluorescence intensity; higher % means a stronger effect. 0.054% of 290,000 active; in the data active = inhibition above about 50%;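 also: plate controls were vehicle with enzyme for no effect and no enzyme for full effect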
Dengue-2 NS5 capping: Dengue-2 NS5 methyltransferase inhibitors, primary screen, biochemical, confirmation dose response (AID 588689) | Genome polyprotein (Dengue virus type 2 (strain 16681-PDK53)) | Dengue-2 NS5 methyltransferase capping enzyme assay, biochemical; higher % means a stronger effect | one-dose inhibition, % at 25 µM; IC50 in µM for titrated hits | 0.3% of 340,000 active; in the data active = a potency from the dose series
K1F lysis inhibition: inhibition of K1F phage lysis, E. coli UTI89, bacterial capsule biogenesis inhibitors, alamar blue (AID 488966); E. coli UTI89 K1F phage lysis, alamar blue, 2 h; higher % means a stronger effect; 0.02% of 340,000 active; one-dose inhibition, % at 100 µM; IC50 in µM for titrated hits;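 active = phage lysis inhibition, versus mean bacterial control, above a set limit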;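 also: capsule biogenesis inhibitors block K1F phage lysis so surviving cells raise fluorescence; higher fluorescence means more inhibition of phage lysis; actives were called in the ten point dose series up to 300 µM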
NTR1 ag: agonists of NTR1, primary screen, imaging, U2OS cells, beta-arrestin-GFP, high content (AID 493036); Neurotensin receptor type 1 (Homo sapiens), P30989; NTR1-U2OS beta-arrestin-GFP spot imaging, agonist mode; 0.17% of 330,000 active; activation, % at 20 µM;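 active = activation at or above 40% of the spot to cytoplasm intensity ratio, with at least 20 cells analyzed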;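 also: 0% = DMSO without peptide and 100% = 100 nM NTR1 peptide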
Target sequence (P30989 whole entry, looked up): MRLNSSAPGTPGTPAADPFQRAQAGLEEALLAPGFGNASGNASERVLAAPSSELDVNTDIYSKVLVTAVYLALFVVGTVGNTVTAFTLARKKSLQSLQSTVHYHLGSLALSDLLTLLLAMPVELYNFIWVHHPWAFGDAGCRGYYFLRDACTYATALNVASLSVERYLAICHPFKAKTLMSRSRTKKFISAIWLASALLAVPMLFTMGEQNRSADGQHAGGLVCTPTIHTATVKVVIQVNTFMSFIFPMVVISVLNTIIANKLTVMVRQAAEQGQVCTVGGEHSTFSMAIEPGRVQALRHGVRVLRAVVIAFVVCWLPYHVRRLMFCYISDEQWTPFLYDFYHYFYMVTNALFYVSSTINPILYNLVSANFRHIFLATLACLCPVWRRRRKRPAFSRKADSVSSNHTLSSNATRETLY
WT yeast gro inh: growth inhibition of WT strain, primary screen, mitochondrial fusion inhibitor project, WT and mutant strains, chemical genetic | mitochondrial fusion phenotypic screen | inhibition, % at 10 µM | 2.1% of 190,000 active; in the data active = inhibition above about 58%; tested in S. cerevisiae
GPR35 arrestin U2OS: GPR35 antagonists blocking zaprinast-driven arrestin recruitment, primary screen, imaging, U2OS, beta-arrestin-GFP, zaprinast agonist (AID 2058); 0.052% of 290,000 active; inhibition, % at 10 µM; hits with a dose series show IC50 in µM; U2OS GPR35 beta-arrestin-GFP translocation imaging, zaprinast antagonism; higher % means a stronger effect;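 active = inhibition of at least 50% with at least 30 cells and total cytoplasm GFP at most 10,000,000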
WT yeast gro inh mutant strain: second read-out of WT yeast gro inh, no call of its own (marks repeat the call); inhibition, %; mitochondrial fusion phenotypic screen, mutant strain inhibition
Autophagy mod cell loss 18 h: further read-out of Autophagy mod, marked with its call; toxicity, %; measured here: cell loss, nuclei count;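 cell loss after 18 h compound exposure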
NTR1 ag cell count 20 µM: further read-out of NTR1 ag, marked with its call; cell count; measured here: cell count, cytotoxicity flag
Dengue-2 NS5 capping pilot replicate: second read-out of Dengue-2 NS5 capping, no call of its own (marks repeat the call); inhibition, %; measured here: pilot screen replicate inhibition
* hit, by the source's call; [ ] = remark or other dose.

Start of the data: the first two records, ahead of the listing:
What do the screens show for `O=C(NC(=S)Nc1ccc(N2CCCCC2)cc1)c1ccc2c(c1)OCCO2`?
AID2073: 20%; Autophagy mod: inactive; RSV antiviral HEp-2: 14%; LYP phosphatase: 10%; Dengue-2 NS5 capping: 1%; K1F lysis inhibition: 0.6%; NTR1 ag: 6.8; WT yeast gro inh: 2; WT yeast gro inh mutant strain: -3; Autophagy mod cell loss 18 h: 5; NTR1 ag cell count 20 µM: 65

What do the screens show for `O=C(N/N=C/c1coc2ccccc2c1=O)c1cccc([N+](=O)[O-])c1`?
AID2073: 5%; Autophagy mod: inactive; RSV antiviral HEp-2: 2.9%; LYP phosphatase: 3%; Dengue-2 NS5 capping: -1%; K1F lysis inhibition: 0.0%; WT yeast gro inh: -15; GPR35 arrestin U2OS: 6%; WT yeast gro inh mutant strain: -3; Autophagy mod cell loss 18 h: 0

The list itself, previewed entries included:
What do the screens show for `O=C(NC(=S)Nc1ccc(N2CCCCC2)cc1)c1ccc2c(c1)OCCO2`?
AID2073: 20%; Autophagy mod: inactive; RSV antiviral HEp-2: 14%; LYP phosphatase: 10%; Dengue-2 NS5 capping: 1%; K1F lysis inhibition: 0.6%; NTR1 ag: 6.8; WT yeast gro inh: 2; WT yeast gro inh mutant strain: -3; Autophagy mod cell loss 18 h: 5; NTR1 ag cell count 20 µM: 65

What do the screens show for `O=C(N/N=C/c1coc2ccccc2c1=O)c1cccc([N+](=O)[O-])c1`?
AID2073: 5%; Autophagy mod: inactive; RSV antiviral HEp-2: 2.9%; LYP phosphatase: 3%; Dengue-2 NS5 capping: -1%; K1F lysis inhibition: 0.0%; WT yeast gro inh: -15; GPR35 arrestin U2OS: 6%; WT yeast gro inh mutant strain: -3; Autophagy mod cell loss 18 h: 0

Results for O=C(NCc1cccnc1)C1COc2ccccc2O1 (stereo not given) ?
AID2073: 13%; Autophagy mod: inactive; LYP phosphatase: -5%; Dengue-2 NS5 capping: 0%; K1F lysis inhibition: -3.6%; NTR1 ag: -1.5; WT yeast gro inh: 9; GPR35 arrestin U2OS: 1%; WT yeast gro inh mutant strain: -5; Autophagy mod cell loss 18 h: 0; NTR1 ag cell count 20 µM: 43

How did O=C(Nc1cc(-c2nc3ncccc3o2)ccc1Cl)c1ccc2c(c1)OCO2 do in these assays?
RSV antiviral HEp-2: 3.3%; Dengue-2 NS5 capping: -3%; K1F lysis inhibition: 0.3%[50 µM]; NTR1 ag: 7.1; NTR1 ag cell count 20 µM: 40

What do the screens show for `O=C(NCC1CCCO1)c1onc(CSc2ccccc2)c1C(=O)O` (stereo not given)?
AID2073: 7%; Autophagy mod: inactive; RSV antiviral HEp-2: 0.9%; LYP phosphatase: -3%; Dengue-2 NS5 capping: 3%; K1F lysis inhibition: 1.0%; NTR1 ag: -1.3; WT yeast gro inh: 15; GPR35 arrestin U2OS: 8%; WT yeast gro inh mutant strain: 20; Autophagy mod cell loss 18 h: -3; NTR1 ag cell count 20 µM: 83

How did O=C(NC(=S)N1CCc2ccccc21)c1ccccc1 do in these assays?
AID2073: -15%; Autophagy mod: inactive; RSV antiviral HEp-2: -0.8%; LYP phosphatase: 1%; Dengue-2 NS5 capping: 0%; K1F lysis inhibition: 4.6%; NTR1 ag: -1.9; WT yeast gro inh: 23; GPR35 arrestin U2OS: -8%; WT yeast gro inh mutant strain: 22; Autophagy mod cell loss 18 h: 11; NTR1 ag cell count 20 µM: 68

What do the screens show for `CCN(CC)C(=O)c1sc(NC(=O)c2cccs2)c(C#N)c1C`?
AID2073: 2%; Autophagy mod: inactive; RSV antiviral HEp-2: 2.1%; LYP phosphatase: 3%; Dengue-2 NS5 capping: -8%; K1F lysis inhibition: -1.1%; NTR1 ag: -1.2; WT yeast gro inh: -5; GPR35 arrestin U2OS: 0%; WT yeast gro inh mutant strain: 0; Autophagy mod cell loss 18 h: 1; NTR1 ag cell count 20 µM: 85

What do the screens show for `CCCn1cc(S(=O)(=O)c2ccccc2)c(=O)c2cc(OCC)ccc21`?
AID2073: 3%; RSV antiviral HEp-2: 0.3%; LYP phosphatase: -10%; Dengue-2 NS5 capping: -7%; K1F lysis inhibition: -0.5%; NTR1 ag: -0.1; GPR35 arrestin U2OS: 1%; NTR1 ag cell count 20 µM: 66

What do the screens show for `COC(=O)c1ccc(NC(=O)Cn2nc(-c3ccncc3)nc2SCC(=O)Nc2nccs2)cc1`?
AID2073: 26%; Autophagy mod: inactive; RSV antiviral HEp-2: 2.1%; LYP phosphatase: -6%; Dengue-2 NS5 capping: 23%; K1F lysis inhibition: -0.1%; NTR1 ag: 2.5; WT yeast gro inh: -2; GPR35 arrestin U2OS: 5%; WT yeast gro inh mutant strain: 1; Autophagy mod cell loss 18 h: 18; NTR1 ag cell count 20 µM: 78

Results for Cc1ccc(C)c(SCC(=O)NCC(c2ccco2)N2CCCCC2)c1 (stereo not given) ?
RSV antiviral HEp-2: 0.3%; Dengue-2 NS5 capping: -4%; K1F lysis inhibition: 1.6%[50 µM]; NTR1 ag: 1.1; NTR1 ag cell count 20 µM: 55

How did COc1cc(-c2nnc(COc3ccc4cc(Br)ccc4c3)o2)cc(OC)c1OC do in these assays?
AID2073: 47%; Autophagy mod: inactive; RSV antiviral HEp-2: 1.9%; LYP phosphatase: 0%; Dengue-2 NS5 capping: -5%; K1F lysis inhibition: -0.1%; NTR1 ag: 6.6; WT yeast gro inh: 9; GPR35 arrestin U2OS: 8%; WT yeast gro inh mutant strain: 2; Autophagy mod cell loss 18 h: -3; NTR1 ag cell count 20 µM: 75; Dengue-2 NS5 capping pilot replicate: -4.2

How did CCNc1nc(NC(C)(C)C)nc(Oc2ccc(=O)n(-c3ccccc3)n2)n1 do in these assays?
AID2073: -4%; Autophagy mod: inactive; RSV antiviral HEp-2: 1.5%; LYP phosphatase: -4%; Dengue-2 NS5 capping: -11%; K1F lysis inhibition: 0.0%; NTR1 ag: -0.9; WT yeast gro inh: 3; GPR35 arrestin U2OS: -6%; WT yeast gro inh mutant strain: -1; Autophagy mod cell loss 18 h: -47; NTR1 ag cell count 20 µM: 90

What do the screens show for `COc1ccccc1CNC(=O)c1ccccc1OC`?
AID2073: 6%; Autophagy mod: inactive; RSV antiviral HEp-2: -0.4%; LYP phosphatase: -4%; Dengue-2 NS5 capping: -3%; K1F lysis inhibition: 0.4%; NTR1 ag: 0.4; WT yeast gro inh: -22; GPR35 arrestin U2OS: -3%; WT yeast gro inh mutant strain: -18; Autophagy mod cell loss 18 h: -9; NTR1 ag cell count 20 µM: 51

Results for O=S(=O)(c1ccccc1)N1CCN(CCO)CC1 ?
AID2073: -5%; RSV antiviral HEp-2: 0.9%; LYP phosphatase: -6%; Dengue-2 NS5 capping: -4%; K1F lysis inhibition: 2.3%; NTR1 ag: -0.3; GPR35 arrestin U2OS: -7%; NTR1 ag cell count 20 µM: 53

How did N#Cc1c(N2CCN(c3ccc(F)cc3)CC2)nc(N)c2c(N)nc3c(c12)CC(=O)N3C1CC1 do in these assays?
AID2073: 68%; Autophagy mod: inactive; LYP phosphatase: 0%; Dengue-2 NS5 capping: -7%; K1F lysis inhibition: 0.7%; WT yeast gro inh: 6; GPR35 arrestin U2OS: 16%; WT yeast gro inh mutant strain: 12; Autophagy mod cell loss 18 h: 4

What do the screens show for `CCOCCCNC(=O)c1cn(CC(C)C)c(=O)c2c1c1ccccc1n2C`?
AID2073: -6%; RSV antiviral HEp-2: 2.9%; LYP phosphatase: -6%; Dengue-2 NS5 capping: -9%; K1F lysis inhibition: -0.1%; NTR1 ag: 1.1; GPR35 arrestin U2OS: 14%; NTR1 ag cell count 20 µM: 80

What do the screens show for `Cc1cccc(NC(=O)C2CCCN2C(=O)OCC(C)C)c1` (stereo not given)?
AID2073: 7%; Autophagy mod: inactive; RSV antiviral HEp-2: -1.6%; LYP phosphatase: 10%; Dengue-2 NS5 capping: -6%; K1F lysis inhibition: 0.0%; NTR1 ag: -2.2; WT yeast gro inh: -6; GPR35 arrestin U2OS: 4%; WT yeast gro inh mutant strain: 22; Autophagy mod cell loss 18 h: 17; NTR1 ag cell count 20 µM: 80

Results for Cc1c(C)c2c(OCC(=O)Nc3ccc(CCO)cc3)cc3c(c2oc1=O)CCC(C)(C)O3 ?
AID2073: 23%; RSV antiviral HEp-2: 0.8%; LYP phosphatase: -7%; Dengue-2 NS5 capping: -2%; K1F lysis inhibition: 7.5%; NTR1 ag: 5.9; GPR35 arrestin U2OS: -16%; NTR1 ag cell count 20 µM: 92

What do the screens show for `COc1ccccc1-c1cc(C(=O)NCCN2CCOCC2)no1`?
AID2073: 7%; Autophagy mod: inactive; RSV antiviral HEp-2: -1.2%; LYP phosphatase: -4%; Dengue-2 NS5 capping: -2%; K1F lysis inhibition: -0.1%; NTR1 ag: -0.2; WT yeast gro inh: -1; GPR35 arrestin U2OS: 14%; WT yeast gro inh mutant strain: 24; Autophagy mod cell loss 18 h: 8; NTR1 ag cell count 20 µM: 86

How did O=C(CNc1cccc(S(=O)(=O)N2CCOCC2)c1)Nc1ccccc1F do in these assays?
AID2073: 10%; RSV antiviral HEp-2: 1.6%; LYP phosphatase: -9%; Dengue-2 NS5 capping: -7%; K1F lysis inhibition: 0.0%; NTR1 ag: -0.4; GPR35 arrestin U2OS: -2%; NTR1 ag cell count 20 µM: 42

What do the screens show for `COc1ccc(C(CNS(=O)(=O)c2ccc(C)cc2)N2CCN(C)CC2)cc1` (stereo not given)?
RSV antiviral HEp-2: -3.3%; Dengue-2 NS5 capping: 2%; K1F lysis inhibition: 1.1%[50 µM]; NTR1 ag: 0.0; NTR1 ag cell count 20 µM: 68

Results for Cc1nc(SCC(=O)NC(=O)NCc2ccccc2)nc(C)c1C ?
AID2073: -2%; Autophagy mod: inactive; RSV antiviral HEp-2: 3.3%; LYP phosphatase: -9%; Dengue-2 NS5 capping: 8%; K1F lysis inhibition: 0.1%; NTR1 ag: -0.2; WT yeast gro inh: -18; GPR35 arrestin U2OS: 3%; WT yeast gro inh mutant strain: 5; Autophagy mod cell loss 18 h: -7; NTR1 ag cell count 20 µM: 34

What do the screens show for `Cc1csc2c(=O)n3c(nc12)CCCCC3`?
AID2073: -4%; Autophagy mod: inactive; RSV antiviral HEp-2: 0.3%; LYP phosphatase: -3%; Dengue-2 NS5 capping: -3%; K1F lysis inhibition: 0.7%; NTR1 ag: -1.4; WT yeast gro inh: 13; GPR35 arrestin U2OS: 0%; WT yeast gro inh mutant strain: -22; Autophagy mod cell loss 18 h: 4; NTR1 ag cell count 20 µM: 58

What do the screens show for `COc1cc(C(=O)NNC(=O)CN2C(=O)NC(C)(c3ccc(C)cc3)C2=O)cc(OC)c1OC` (stereo not given)?
RSV antiviral HEp-2: 2.0%; Dengue-2 NS5 capping: -4%; K1F lysis inhibition: 0.0%[50 µM]; NTR1 ag: 0.8; NTR1 ag cell count 20 µM: 69
